SR-BI HDL uptake = mouse SR-BI HDL lipid transfer inhibition; Q61009; ldlA[mSR-BI] CHO cells, DiI-HDL uptake fluorescence, 3 h; inhibition, % at 12.5 µM; actives 0.96% (n = 320,000); AID 488896;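 active means mean replicate inhibition of at least 70% and a set share of replicates each scoring 70 or more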;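 further: 0% = median of neutral control wells and 100% = median of positive control wells; values of inactives mirror those of a sister screen read the other way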
DSG3 Ab inh = inhibitors of pemphigus antibody binding to human desmoglein-3. DSG3-coupled beads, scFv-anti-DSG3-GFP binding, flow cytometry; stronger effect = lower value. actives 0.48% (n = 310,000). AID 588358. P32926. binding (percent of control), % at 10 µM;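 active means binding more than 3 SD below its plate's average and above zero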;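 further: hits lower antibody fragment binding to DSG3; some compounds called inactive have numbers as strong as hits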
Target sequence (P32926 whole entry, looked up, the tested form may be a part): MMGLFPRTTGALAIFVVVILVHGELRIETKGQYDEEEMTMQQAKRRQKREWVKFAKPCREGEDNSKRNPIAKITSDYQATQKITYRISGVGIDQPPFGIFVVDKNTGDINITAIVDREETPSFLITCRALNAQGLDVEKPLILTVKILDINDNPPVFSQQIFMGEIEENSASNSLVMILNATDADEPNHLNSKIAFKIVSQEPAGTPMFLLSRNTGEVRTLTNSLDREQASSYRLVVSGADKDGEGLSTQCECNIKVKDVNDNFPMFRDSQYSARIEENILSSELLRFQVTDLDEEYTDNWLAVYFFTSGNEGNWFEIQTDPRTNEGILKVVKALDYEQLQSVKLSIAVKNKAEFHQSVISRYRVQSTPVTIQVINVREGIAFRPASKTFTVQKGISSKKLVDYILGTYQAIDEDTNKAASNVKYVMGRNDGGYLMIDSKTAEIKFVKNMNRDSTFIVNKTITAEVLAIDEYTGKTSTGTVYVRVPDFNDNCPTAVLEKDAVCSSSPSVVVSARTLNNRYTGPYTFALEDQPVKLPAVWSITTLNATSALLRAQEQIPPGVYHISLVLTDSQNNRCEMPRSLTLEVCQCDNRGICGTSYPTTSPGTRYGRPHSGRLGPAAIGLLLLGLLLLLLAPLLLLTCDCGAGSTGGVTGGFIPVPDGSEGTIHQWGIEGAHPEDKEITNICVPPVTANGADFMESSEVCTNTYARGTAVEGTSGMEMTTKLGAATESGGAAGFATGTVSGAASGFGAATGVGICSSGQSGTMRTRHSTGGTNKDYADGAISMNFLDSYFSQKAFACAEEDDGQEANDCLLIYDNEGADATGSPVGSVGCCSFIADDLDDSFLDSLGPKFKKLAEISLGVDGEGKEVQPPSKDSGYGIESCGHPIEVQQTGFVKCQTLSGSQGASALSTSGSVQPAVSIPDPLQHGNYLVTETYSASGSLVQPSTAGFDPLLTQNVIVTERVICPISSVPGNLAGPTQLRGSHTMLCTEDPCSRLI
PKA-R1A activ = activates the PKA-R1A holoenzyme complex; activation, % at 11.4 µM; PKA-R1A dissociation, Cy5-IP20 fluorescence polarization; scaled: DMSO 0%, 113 µM cGMP 100%; P00514+P68181; AID 504707; actives 0.083% (n = 340,000);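 active means percent activation above the mean of all tested compounds plus 3 SD, cut at about 19% in these data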;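 further: higher means more PKAc released from R1A so a rise in polarization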
CDK5 p35 inh = CDK5/p35 (human) kinase inhibition | Q00535+Q15078 | Recombinant CDK5/p35, ADP-Glo luminescence, 60 min | inhibition, % at 10 µM | actives 0.01% (n = 330,000);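 active means highest replicate inhibition of at least 50% and at least 75% of replicates reaching 50%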;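 further: plate controls were DMSO neutral control for no effect and GW8510 at 10 µM for full effect; many of its hits are not listed in these tables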
Arrestin-AP2 inh = inhibitors of human beta-arrestin and AP2 interaction; FITC-arrestin peptide / GST-AP2 beads, flow cytometry; AP2 beta2 appendage carries R879A mutation; inhibition, % at 10 µM; actives 0.31% (n = 340,000);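 active means inhibition above a set limit, near 3 SD of compounds lacking own fluorescence, cut at about 54% in these data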;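 further: plate controls were DMSO wells for no effect and 5 µM unlabelled arrestin peptide for full effect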
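test system = AP2 appendage R879A on GSH beads | buffer or medium = PBS plus Tween 20 (0.05%) and BSA (0.1%) | incubation = 12 min plus 1 h, RT | detection = bead flow cytometry, FITC channel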
dFosB activator = enhances mouse delta FosB homodimer DNA binding | P13346 | purified delta FosB, TAMRA-CDK5 oligo fluorescence polarization; percent of positive-control signal above neutral wells | activation, % at 25 µM | actives 0.99% (n = 340,000) | AID 493131;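 active means mean activation above about 17%, with every replicate also reaching it, limit read from the data, passing the limit was not always enough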;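 further: fluorescence polarization rise as delta FosB binds a TAMRA Cdk5 AP-1 oligo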
NSD2 inh = blocks human histone methyltransferase NSD2 | actives 0.54% (n = 310,000) | NSD2 peptide methylation, AlphaScreen, 120 min | AID 743445 | inhibition, % at 12.5 µM | O96028; in the data active means inhibition above about 50%
MITF act = MITF TRPM1 promoter activation in melanoma cells; SK-MEL-5 TRPM1-promoter luciferase, 24 h; % of positive control, neutral wells = 0; actives 0.75% (n = 300,000); activation, % at 12.5 µM;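 active means mean activation of at least 80% with every replicate also reaching 80%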;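 further: 0% = neutral control wells and 100% = parthenolide positive control wells; values of inactives mirror those of a sister screen read the other way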
PKA-R2B act = PKA-R2B complex activation | activation, % at 11.4 µM | actives 0.079% (n = 340,000) | PKA-R2B holoenzyme dissociation, Cy5-IP20 fluorescence polarization; R2B truncated from residue 108, S112A mutant; 0% DMSO only, 100% 113 µM cGMP | P22694+P31323;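 active means activation above a cutoff set at the mean over all compounds plus 3 SD, cut at about 18% in these data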;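 further: higher means more holoenzyme dissociation and a rise in polarization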
Mot1-301 SUMO = SUMOylation pathway inhibition by Mot1-301 growth rescue | S. cerevisiae Mot1-301 growth rescue, ATP luminescence, 38.5C; percent above DMSO median, 100 means doubled | growth rescue, % at 18.8 µM | actives 1% (n = 320,000) | AID 2716;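 active means every valid replicate shows activation above 250% relative to neutral control wells; inactive means the rest, any valid replicate at or below 250%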;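 further: OY570 slx delta 5 strain wells were the positive control but not used for scaling; some compounds called inactive have numbers as strong as hits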
SR-BI DiI-HDL act = SR-BI HDL lipid transfer activation | AID 504775 | actives 0.096% (n = 320,000) | CHO ldlA[mSR-BI] cells, DiI-HDL uptake fluorescence, 3 h; 100 = double the neutral-control signal | activation, % at 12.5 µM;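 active means mean replicate activation of at least 60% and every replicate at or above 60%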;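 further: 0% = median plate neutral-control signal and 100% = twice that signal; values of inactives mirror those of a sister screen read the other way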
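Material – SR-BI-overexpressing, LDLR-lacking CHO cells · Medium – BSA-supplemented, HEPES-buffered Ham's F12, pH 7.4 · Doses – single concentration · Times – compound with DiI-HDL co-incubation, 3 h at 37 °C · Measured by – bottom-read fluorescence, 550/595 nm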
The depositor's hits bear a star; . = not tested or not shown.

The first 2 records, ahead of the listing:
item | Molecule | SR-BI HDL uptake | DSG3 Ab inh | PKA-R1A activ | CDK5 p35 inh | Arrestin-AP2 inh | dFosB activator | NSD2 inh | MITF act | PKA-R2B act | Mot1-301 SUMO | SR-BI DiI-HDL act
1 | CC(=O)c1cccc(NC(=O)c2sc3nc4n(c(=O)c3c2C)CCCC4)c1 | 22 | . | -7 | 0.9 | 6 | -21 | 11 | 24 | 6 | -5 | -22
2 | CCc1ccc(C(=O)COC(=O)C(Cc2ccccc2)NC(=O)C2CCC(C)CC2)cc1 (centres undefined) | -1 | 101 | -8 | -6.2 | 2 | 0 | -1 | -12 | 5 | -14 | 1

Main list (from the top)
item | Molecule | SR-BI HDL uptake | DSG3 Ab inh | PKA-R1A activ | CDK5 p35 inh | Arrestin-AP2 inh | dFosB activator | NSD2 inh | MITF act | PKA-R2B act | Mot1-301 SUMO | SR-BI DiI-HDL act
1 | CC(=O)c1cccc(NC(=O)c2sc3nc4n(c(=O)c3c2C)CCCC4)c1 | 22 | . | -7 | 0.9 | 6 | -21 | 11 | 24 | 6 | -5 | -22
2 | CCc1ccc(C(=O)COC(=O)C(Cc2ccccc2)NC(=O)C2CCC(C)CC2)cc1 (centres undefined) | -1 | 101 | -8 | -6.2 | 2 | 0 | -1 | -12 | 5 | -14 | 1
3 | CCOc1cc(NC(=O)c2cccs2)c(OCC)cc1NC(=O)c1ccco1 | 17 | 92 | 4 | 1.3 | 13 | -11 | -6 | 5 | 6 | 4 | -17
4 | Cc1cccc(C)c1NC(=O)CN(C)C(=O)[C@H](C)NC(=O)c1ccco1 | -14 | 94 | 0 | 0.0 | 4 | 4 | -1 | -2 | 1 | -3 | 14
5 | O=[N+]([O-])c1cc(F)c2cccnc2c1O | . | 103 | -7 | 0.4 | -3 | 5 | 11 | -15 | 7 | -9 | .
6 | CN(CC(=O)NCC1CCCCC1)CC(=O)Nc1ccccc1Br | -13 | . | -11 | 2.6 | 3 | -3 | -1 | 2 | 1 | -11 | 13
7 | COc1ccc(OC)c(NC(=O)CC2C(=O)NCCN2C(=O)c2ccccc2)c1 (centres undefined) | . | 102 | 4 | 0.3 | 34 | -3 | -1 | 7 | 0 | 16 | .
8 | O=C(Nc1ccccc1N1CCN(C(=O)c2ccccc2)CC1)c1ccc(Cl)cc1 | 14 | 103 | -2 | 0.5 | 27 | -4 | . | -17 | 2 | -7 | -14
9 | C[C@H](NC(=O)Cc1ccccc1)C(=O)N1CCC2(CC1)NCCc1[nH]cnc12 | -5 | . | 3 | -1.2 | 15 | 0 | 7 | 15 | -6 | -11 | 5
10 | CCN(C(=O)CN1CCCCCC1)c1c(N)n(Cc2ccccc2)c(=O)[nH]c1=O | 11 | 128 | -7 | 2.7 | 15 | -10 | 5 | 11 | 0 | -23 | -11
11 | Cc1ccc(CCNC(=O)CCc2nc3ccccc3[nH]2)cc1 | -1 | 118 | 3 | -0.3 | -2 | 2 | -3 | 11 | -3 | -5 | 1
12 | COc1cccc(CNC(=O)C2CCCN(S(=O)(=O)c3c(C)noc3/C=C/N(C)C)C2)c1 (centres undefined) | -7 | 97 | -10 | 1.8 | -3 | -7 | 11 | 3 | -1 | 36 | 7
13 | O=C(Cc1cccs1)N1CCN(c2ccccn2)CC1 | 7 | 107 | 0 | 0.3 | -8 | -3 | -3 | 0 | 1 | -1 | -7
14 | O=C(Cn1nnc2ccccc21)c1ccc([N+](=O)[O-])cc1 | . | 104 | -1 | 0.7 | 5 | 3 | 4 | 8 | -10 | 52 | .
15 | O=C(NC1CCSc2ccccc21)c1cc(S(=O)(=O)N2CCOCC2)ccc1Cl (centres undefined) | 21 | 101 | -10 | -0.7 | -1 | 2 | -1 | -6 | -16 | -3 | -21
16 | O=C(CNC(=O)c1ccco1)OCC(=O)c1ccccc1Cl | -22 | 99 | -3 | -3.2 | 9 | -5 | -2 | -6 | 4 | -8 | 22
17 | CCOC(=O)c1ccc(NC(=O)CCOc2ccc(OC)cc2)cc1 | -7 | 99 | -4 | 2.8 | 1 | 6 | 3 | . | 3 | -4 | 7
18 | Cc1[nH]c2ccccc2c1/C=C(\C#N)C(=O)NCc1ccccc1 | 12 | 204 | -13 | . | -2 | -6 | -1 | 3 | -11 | 4 | -12
19 | COCCn1c(C)cc(C(=O)COC(=O)c2ccccc2Br)c1C | 49 | 98 | -10 | -0.4 | 15 | -10 | 5 | -81 | -9 | -12 | -49
20 | CCOc1ccc(NC(=O)C(C)Sc2nnnn2C)cc1 (centres undefined) | -1 | 101 | 10 | -1.1 | -10 | 5 | -1 | -2 | 9 | 4 | 1
21 | Cn1c(C(=O)NC2CC2)cc2c(=O)n(C)c3ccccc3c21 | 13 | 113 | -23 | 5.7 | 0 | -10 | . | 17 | 2 | 0 | -13
22 | CCN(CC)S(=O)(=O)c1ccc(C)c(NS(=O)(=O)c2cc(/C=C/C(=O)O)cc(OC)c2OC)c1 | -17 | . | -9 | -1.3 | -10 | 6 | -2 | -7 | -4 | -4 | 17
23 | CCOC(=O)Cc1cnc(NC(=O)NC(C(=O)OCC)(c2ccccc2)C(F)(F)F)s1 (centres undefined) | -1 | . | -2 | 0.0 | -10 | -11 | -1 | . | 0 | . | 1
24 | CCOC(=O)c1cc(C)sc1NC(=S)Nc1ccccc1 | 34 | 107 | -6 | -1.2 | -6 | -5 | -2 | 0 | 4 | -8 | -34
25 | CC(=O)N1CCCc2cc(S(=O)(=O)N3CCCC(C)C3)ccc21 (centres undefined) | 2 | 107 | -14 | -0.1 | -11 | 3 | 28 | -1 | -5 | 10 | -2
26 | CCOC(=O)Cn1c(=O)oc2cc(S(=O)(=O)N(C)Cc3ccccc3)ccc21 | -10 | 89 | -11 | -1.1 | 5 | -7 | -3 | -1 | 2 | 151 | 10
27 | Cc1ccc(NC(=O)c2sccc2C)cc1S(=O)(=O)N(C)C | 30 | 96 | 3 | 0.3 | 10 | 4 | 1 | 28 | -17 | 11 | -30
28 | O=C(O)C1[C@H]2C(=O)N(Cc3cccs3)C[C@]23C=C[C@H]1O3 (some centres undefined) | 3 | 105 | -7 | -4.2 | 8 | 2 | -5 | -9 | 6 | -25 | -3
29 | CS(=O)(=O)N(CC(=O)N1CCCC1)c1ccc2c(c1)OCCO2 | -12 | 103 | 3 | -1.3 | 1 | -3 | -4 | -3 | -1 | 3 | 12
30 | CCOC(=O)c1sc(NC(=O)CCN2CCN(C)CC2)c(C(=O)OCC)c1C | 2 | 100 | 18 | -0.5 | 3 | -7 | 2 | -32 | -4 | 13 | -2
31 | COC(=O)C1=C(C)N(CC2CC2)C(=NCc2cc(OC)c(OC)c(OC)c2)N[C@H]1c1ccccc1 | 7 | 106 | -4 | 2.0 | -3 | -10 | . | 10 | -6 | -2 | -7
32 | CC(=O)Cc1nsc(NC(=O)c2ccc(COc3ccccc3Cl)o2)n1 | 5 | 99 | 0 | 0.5 | 24 | -8 | -4 | 10 | -4 | -9 | -5
33 | Cc1ccc2[nH]cc(CCNS(=O)(=O)c3ccc(F)cc3)c2c1 | -8 | 95 | 5 | -0.7 | 13 | 0 | 2 | 1 | 1 | -4 | 8
34 | COCC(=O)Nc1cc(C(=O)NCC(C)C)ccc1Cl | -3 | 92 | -10 | -1.0 | 39 | -3 | -2 | 4 | -8 | -5 | 3
35 | CCCNC(=O)CCC(=O)Nc1ncc(-c2ccc(C)cc2)n1C | 5 | 100 | 3 | -0.4 | 13 | -5 | -1 | 5 | 4 | -9 | -5
36 | CSCCC(NC(=O)c1cc(C)oc1C)C(=O)O (centres undefined) | 8 | 98 | -9 | 0.7 | 11 | 0 | 1 | . | 0 | -2 | -8
37 | COc1cccc(Cn2c(=O)oc3ccccc32)c1 | -28 | 95 | 8 | 0.2 | 26 | -10 | -11 | 24 | -1 | 11 | 28
38 | Cc1ccc(/C=C/C(=O)Nc2nnc(C)s2)o1 | 4 | 102 | -8 | 0.2 | 38 | -10 | 0 | 17 | 7 | -10 | -4
39 | Cn1c(/C(C#N)=C/c2cccc(O)c2)nc2ccccc21 | 18 | 105 | 0 | 1.7 | -2 | -10 | 6 | 17 | -19 | -4 | -18
40 | O=C(c1cccc(N2C(=O)C3CC=CCC3C2=O)c1)N1CCCCCC1 (centres undefined) | -40 | . | -5 | 0.2 | 46 | -5 | 0 | 0 | -3 | . | 40
41 | CCc1ccc2oc(C(=O)N3CCN(C)CC3)cc(=O)c2c1 | -20 | 98 | -1 | -0.8 | 5 | 5 | 43 | -1 | -4 | -6 | 20
42 | COc1ccc(OC)c(-c2nnc(NC(=O)C(C)Sc3nncn3C)s2)c1 (centres undefined) | 33 | 106 | -5 | 0.2 | 9 | -9 | . | . | -2 | 41 | -33
43 | CCc1nnc(NC(=O)c2cc(-c3ccc(C)o3)nc3ccccc23)s1 | 10 | . | -4 | 0.0 | 43 | -16 | -1 | 2 | 3 | -3 | -10
44 | CCc1cc2ccccc2nc1SCC(=O)NC1CCCC1 | 62 | 101 | -2 | 0.8 | 24 | -14 | -5 | -14 | -7 | 7 | -62
45 | COc1ccc(NC(=O)COC(=O)COc2cccc3c2OC(C)(C)C3)cc1 | -13 | 102 | -6 | 0.7 | 19 | 0 | -1 | -7 | 5 | 33 | 13
46 | Cc1cc(S(=O)(=O)N2CCCC(N(C)CCc3ccccn3)C2)c(C)s1 (centres undefined) | 5 | . | 3 | -1.3 | 2 | -2 | 5 | 4 | 4 | -6 | -5
47 | Nc1ccc(S(=O)(=O)NC2(C(F)(F)F)NC(=O)N(c3ccc(F)cc3)C2=O)cc1 (centres undefined) | -17 | . | -6 | 0.9 | 0 | 3 | 9 | 10 | 8 | 12 | 17
48 | CC(C)c1c(C(=O)N/N=C/c2c[nH]c3ccccc23)nnn1-c1nonc1N | 55 | 102 | -15 | 4.1 | 2 | -3 | 3 | -15 | -12 | 8 | -55
49 | O=C(NCCc1c[nH]c2ccccc12)c1ccc2[nH]c(=O)c(=O)[nH]c2c1 | 6 | 100 | 10 | -1.8 | 4 | -3 | -2 | . | 7 | 1 | -6
50 | Cn1c(=O)[nH]c(=O)c2c1ncn2CCCc1ccccc1 | -16 | . | 13 | 0.6 | -7 | -6 | 1 | -2 | 4 | 11 | 16
51 | COc1ccc(C(CNC(=O)c2cccc(NS(=O)(=O)c3ccc(C)c(F)c3)c2)N2CCOCC2)cc1 (centres undefined) | -27 | 104 | 9 | 1.0 | 5 | -16 | 0 | -4 | 4 | 1 | 27
52 | CCOc1cc(C(=S)N2CCCC2)ccc1OCc1ccccc1 | 49 | 112 | 4 | -1.5 | -4 | -10 | -1 | . | -14 | -18 | -49
